# Assay outcomes: PubChem BioAssay, several laboratories
# PKA-R2B act: activators of PKA-R2B holoenzyme, primary screen, biochemical, fluorescence polarization, Cy5-IP20, human. PKA-R2B holoenzyme dissociation; R2B truncated from residue 108, S112A mutant; 0% DMSO only, 100% 113 µM cGMP. 340,000 compounds, 0.079% hits. cAMP-dependent protein kinase catalytic subunit beta (Homo sapiens) + cAMP-dependent …. activation, % at 11.4 µM;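 active = activation above a cutoff set at the mean over all compounds plus 3 SD, cut at about 18% in these data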;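 also: higher means more holoenzyme dissociation and a rise in polarization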
# Target sequence (P31323 whole entry, looked up, other chains not shown, the tested form may be a part): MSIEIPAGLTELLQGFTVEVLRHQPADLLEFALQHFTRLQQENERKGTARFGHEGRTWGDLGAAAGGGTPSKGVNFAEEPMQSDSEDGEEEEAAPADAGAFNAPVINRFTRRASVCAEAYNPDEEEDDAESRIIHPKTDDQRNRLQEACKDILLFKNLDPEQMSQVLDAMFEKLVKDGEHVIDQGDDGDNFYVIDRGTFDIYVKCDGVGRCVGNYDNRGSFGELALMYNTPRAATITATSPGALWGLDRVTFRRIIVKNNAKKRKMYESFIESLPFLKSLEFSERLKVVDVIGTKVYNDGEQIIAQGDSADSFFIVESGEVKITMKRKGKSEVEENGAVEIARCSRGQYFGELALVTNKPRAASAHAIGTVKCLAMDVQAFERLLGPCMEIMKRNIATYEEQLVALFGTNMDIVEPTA
# NSD2 HMT inh: NSD2 histone methyltransferase inhibitors, primary screen, biochemical, AlphaScreen, single concentration, set 2 | NSD2 peptide methylation, 120 min | 310,000 compounds, 0.54% hits | AID 743445, 2014 | Histone-lysine N-methyltransferase NSD2 (Homo sapiens), O96028 | inhibition, % at 12.5 µM; in the data active = inhibition above about 50%
# SR-BI uptake up: activators of SR-BI mediated DiI-HDL uptake, primary screen, ldlA[mSR-BI] CHO cells, DiI fluorescence. 3 h; 100 = double the neutral-control signal. activation, % at 12.5 µM. 320,000 compounds, 0.096% hits;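 active = mean replicate activation of at least 60% and every replicate at or above 60%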;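 also: 0% = median plate neutral-control signal and 100% = twice that signal; values of inactives mirror those of a sister screen read the other way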
#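 Material – SR-BI-overexpressing, LDLR-lacking CHO cells · Medium – BSA-supplemented, HEPES-buffered Ham's F12, pH 7.4 · Doses – single concentration · Times – compound with DiI-HDL co-incubation, 3 h at 37 °C · Measured by – bottom-read fluorescence, 550/595 nm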
# RTF Ca sens inh: cardiac RTF calcium sensitivity inhibitors, primary screen, biochemical, IANBD-TnC fluorescence, EC70 calcium. Troponin I, cardiac muscle (Homo sapiens) + Troponin T, cardiac muscle (Homo sapiens) + …. IANBD-labeled cardiac RTF, Ca2+ fluorescence. inhibition, % at 7.15 µM. 340,000 compounds, 0.12% hits. AID 493244, 2011;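 active = inhibition above the mean inhibition of all tested compounds plus 3 SD, cut at about 17% in these data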;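 also: assay run at fixed EC70 calcium of 1.6 mM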
# LANA DNA inh: inhibitors of KSHV C-LANA binding to DNA, primary screen, biochemical, fluorescence polarization, FAM-LBS DNA, MBP-C-LANA, single point. 340,000 compounds, 0.078% hits. AID 504423, 2011. inhibition, % at 9 µM;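 active = highest replicate inhibition at or above 60% at 9 µM, even if other replicates fall short; inactive = all replicates below 60% inhibition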;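 also: 0% = neutral control wells and 100% = 4 µM acridine orange control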
# DAGLB inh: DAGLB lipase inhibitors, primary screen, biochemical, fluorescence, HTS | inhibition, % at 5.17 µM | 340,000 compounds, 0.059% hits | Diacylglycerol lipase-beta (Homo sapiens), Q8NCG7 | HEK293T DAGLB membrane lysate, EnzChek fluorogenic substrate | AID 504411, 2011; in the data active = inhibition above about 34%;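 also: 0% = enzyme with vehicle and 100% = wells lacking enzyme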
# Target sequence (Q8NCG7 whole entry, looked up): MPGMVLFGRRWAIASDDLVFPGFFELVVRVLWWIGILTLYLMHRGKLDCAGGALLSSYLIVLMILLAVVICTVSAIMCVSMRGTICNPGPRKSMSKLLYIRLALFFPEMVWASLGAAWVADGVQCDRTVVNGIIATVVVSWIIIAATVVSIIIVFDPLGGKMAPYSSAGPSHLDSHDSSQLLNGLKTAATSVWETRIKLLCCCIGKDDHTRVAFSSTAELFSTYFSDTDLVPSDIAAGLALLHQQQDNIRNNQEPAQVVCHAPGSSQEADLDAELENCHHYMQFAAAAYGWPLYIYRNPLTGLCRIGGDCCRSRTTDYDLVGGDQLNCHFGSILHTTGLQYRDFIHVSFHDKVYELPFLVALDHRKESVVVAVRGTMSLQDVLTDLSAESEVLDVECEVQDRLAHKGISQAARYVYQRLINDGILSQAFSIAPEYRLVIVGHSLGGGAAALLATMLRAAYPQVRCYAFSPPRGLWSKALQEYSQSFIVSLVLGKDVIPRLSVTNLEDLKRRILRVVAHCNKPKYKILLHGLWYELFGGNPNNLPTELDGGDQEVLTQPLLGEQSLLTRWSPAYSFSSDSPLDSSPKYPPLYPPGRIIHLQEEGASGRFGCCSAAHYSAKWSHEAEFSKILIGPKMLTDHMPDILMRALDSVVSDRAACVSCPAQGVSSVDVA
# SR-BI HDL uptake: inhibitors of SR-BI mediated HDL lipid uptake, primary screen, ldlA[mSR-BI] cells, fluorescence, single point; 320,000 compounds, 0.96% hits; ldlA[mSR-BI] CHO cells, DiI-HDL uptake fluorescence, 3 h; inhibition, % at 12.5 µM; Scavenger receptor class B member 1 (Mus musculus), Q61009;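 active = mean replicate inhibition of at least 70% and a set share of replicates each scoring 70 or more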;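 also: 0% = median of neutral control wells and 100% = median of positive control wells; values of inactives mirror those of a sister screen read the other way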
# Arr AP2 block: inhibitors of beta-arrestin/AP2 binding, primary screen, biochemical, GPCR trafficking, flow cytometry; FITC-arrestin peptide / GST-AP2 beads; AP2 beta2 appendage carries R879A mutation; inhibition, % at 10 µM; 340,000 compounds, 0.31% hits; AID 504490, 2011;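 active = inhibition above a set limit, near 3 SD of compounds lacking own fluorescence, cut at about 54% in these data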;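 also: plate controls were DMSO wells for no effect and 5 µM unlabelled arrestin peptide for full effect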
#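 Assay system: GST-AP2 R879A bound to glutathione beads, E. coli-expressed; Medium: PBS with 0.05% Tween 20 and 0.1% BSA; Also added: fluorescein-tagged arrestin peptide at 50 nM final; Timing: 12 min plus 1 h, RT; Measured by: flow cytometry, FL1 (488/535 nm); Evaluation: percent drop in bead-associated FITC signal.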
# Keap1 Nrf2 FP: Keap1-Nrf2 protein-protein interaction inhibitors, primary screen, biochemical, fluorescence polarization, single point; Keap1 Kelch-Nrf2 peptide fluorescence polarization, 1536-well; Kelch-like ECH-associated protein 1 (Homo sapiens), Q14145; inhibition, % at 9.4 µM; 340,000 compounds, 0.15% hits; in the data active = inhibition above about 12%;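 also: human Keap1 Kelch domain with fluorescein labeled Nrf2 9mer peptide probe; 0% = neutral control wells and 100% = peptide positive control; higher means more block of Keap1 binding to Nrf2 peptide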
# PvdQ inh: P. aeruginosa PvdQ acylase inhibitors, primary screen, biochemical, fluorescence, plate reader and imaging, single point; 340,000 compounds, 0.063% hits; purified PvdQ acylase; inhibition, % at 10 µM; PvdQ acylase [Pseudomonas aeruginosa LESB58]; in the data active = inhibition above about 30%, passing the limit was not always enough;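 also: 0% = vehicle neutral wells and 100% = reference inhibitor wells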
# An asterisk follows results filed as active; / = no result given.
SMILES,PKA-R2B act,NSD2 HMT inh,SR-BI uptake up,RTF Ca sens inh,LANA DNA inh,DAGLB inh,SR-BI HDL uptake,Arr AP2 block,Keap1 Nrf2 FP,PvdQ inh
CCOc1ccc(NC(=O)N2CCC(c3nc4ccccc4o3)CC2)cc1,-6,2,-22,-13,0.2,2,22,20,2,2
Cc1ccccc1NC(=O)c1cc2ccccn2n1,-12,1,-24,2,0.2,-2,24,-6,-4,-9
COc1ccc(CNc2nc(NCc3ccc(OC)cc3)n(C(C)=O)n2)cc1,-9,0,8,-2,0.0,-1,-8,13,0,-6
COc1ccc(C(=S)N2CCOCC2)cc1OC(=O)c1ccc([N+](=O)[O-])cc1[N+](=O)[O-],-1,4,/,-6,0.3,2,/,-7,-1,-8
O=S(=O)(c1cnc(Cl)c(Cl)c1)N1CCN(c2ncccn2)CC1,3,-2,/,-7,-1.3,-1,/,-12,0,-8
Oc1ccc(Br)cc1-c1n[nH]c(=S)n1Cc1ccccc1,5,4,19,4,-2.9,1,-19,0,1,10
O=Cc1ccccc1Oc1nc(N2CCOCC2)nc(N2CCOCC2)n1,-14,-3,5,2,3.7,-1,-5,6,-3,1
CC(C)(C)NC(=O)c1cccc2c1C(=O)c1ccccc1-2,-4,5,13,2,1.8,-5,-13,7,3,-2
Nc1cc2c(cc1Br)-c1ccccc1C2=NO,-10,2,-30,4,0.2,5,30,-1,-3,15
Cc1nnc(NC(=O)c2cc(S(=O)(=O)N(C)C)ccc2N2CCCC2)s1,-11,2,0,-5,2.3,-1,0,-4,1,0
Cc1cc(C)c(CN2CCN(C(=O)Cn3cnc4c(NCc5ccccc5)ncnc43)CC2)c(C)c1,-5,/,-18,-5,1.2,-1,18,14,-3,4
CCc1ccccc1NC(=O)CN1CCN(CC(=O)Nc2ccc3c(c2)OC2(CCCCC2)O3)CC1,-2,1,-51,-10,-2.1,-2,51,13,-7,9
C/C(=N\N=C\c1ccccc1)c1nnn(-c2nonc2N)c1C,-8,3,-5,3,1.9,-4,5,25,2,9
COc1ccc(OCC(=O)N2CC3(C)CC2CC(C)(C)C3)cc1 (centres undefined),0,-1,8,-8,0.7,0,-8,4,2,-13
CC(=C/c1ccco1)/C=N/NC(=O)CSc1nnc(SCc2ccc(C)cc2)s1,-5,1,15,-5,-1.6,-3,-15,6,-1,-5
Cc1cccc(C(=O)Nc2nnc(-c3ccncc3)o2)c1,-7,-3,35,-7,-1.3,-2,-35,-1,1,-2
COc1ccc(-n2c(=O)c(CCC(=O)N(C)Cc3cccs3)nc3ccccc32)cc1,-9,2,-11,-10,-0.8,-2,11,22,2,2
CCOc1ccc(C(C)=O)cc1CN1c2ccc(S(N)(=O)=O)cc2CC1C (centres undefined),-3,5,-10,-9,-0.8,4,10,-3,0,-9
COC(=O)c1c(C)[nH]c(O)c1C=Nc1ccc(C(C)C)cc1,-9,2,-3,-26,3.1,-2,3,16,-4,-1
CCOc1ccc(-c2cc(CCCC(=O)NCc3cccnc3)no2)cc1,-9,/,7,-1,-0.3,-2,-7,10,-2,2
CCN(CC)C(=O)CSc1ccccc1N,1,-1,0,4,-1.6,0,0,4,-2,-14
CCNC(=O)CC1C(=O)N(c2ccccc2)C(=O)N1CCc1ccc(OC)cc1 (centres undefined),-5,/,-3,1,0.3,-1,3,-7,5,-7
CCC(=O)N(Cc1cc2c(C)cc(C)cc2[nH]c1=O)C1CCCCC1,-8,2,-17,-10,1.3,0,17,4,-1,-9
O=c1[nH][nH]c(=O)n1-c1ccccc1,-9,-1,/,-5,-0.7,-2,/,-7,-5,-9
COc1cccc(NS(=O)(=O)c2ccc(OC)c(OC)c2)c1,-6,0,-7,-5,0.9,-2,7,9,3,-15
CCOC(=O)c1c(-c2ccc(F)cc2)csc1NC(=O)c1c(-c2ccccc2)noc1C,0,-4,-17,-4,0.4,-29,17,-4,-8,-11
CC1(C)CC(=O)C(C(c2ccco2)C2C(=O)CC(C)(C)CC2=O)C(=O)C1,-6,8,12,-2,-0.8,-6,-12,-4,-8,-10
COc1ccccc1-c1noc(CCC(=O)NC2CCCCC2)n1,-9,-1,4,-4,-1.0,0,-4,16,1,9
Cc1nn2c(-n3ccnc3)c3c(nc2c1-c1ccccc1)CCC3,-10,-3,-24,-6,-2.3,1,24,10,1,-2
CCCCOC(=O)Nc1nnc(CCc2ccccc2)s1,2,-1,1,6,0.9,-4,-1,0,-2,-6

# Full records, quoted from the list. Screens in order: PKA-R2B act | NSD2 HMT inh | SR-BI uptake up | RTF Ca sens inh | LANA DNA inh | DAGLB inh | SR-BI HDL uptake | Arr AP2 block | Keap1 Nrf2 FP | PvdQ inh
# COc1ccccc1-c1noc(CCC(=O)NC2CCCCC2)n1 reads -9 | -1 | 4 | -4 | -1.0 | 0 | -4 | 16 | 1 | 9
# Cc1nn2c(-n3ccnc3)c3c(nc2c1-c1ccccc1)CCC3 reads -10 | -3 | -24 | -6 | -2.3 | 1 | 24 | 10 | 1 | -2
# CCCCOC(=O)Nc1nnc(CCc2ccccc2)s1 reads 2 | -1 | 1 | 6 | 0.9 | -4 | -1 | 0 | -2 | -6
# CCNC(=O)CC1C(=O)N(c2ccccc2)C(=O)N1CCc1ccc(OC)cc1 (centres undefined) reads -5 | / | -3 | 1 | 0.3 | -1 | 3 | -7 | 5 | -7
# CC1(C)CC(=O)C(C(c2ccco2)C2C(=O)CC(C)(C)CC2=O)C(=O)C1 reads -6 | 8 | 12 | -2 | -0.8 | -6 | -12 | -4 | -8 | -10

# Next records.
SMILES,PKA-R2B act,NSD2 HMT inh,SR-BI uptake up,RTF Ca sens inh,LANA DNA inh,DAGLB inh,SR-BI HDL uptake,Arr AP2 block,Keap1 Nrf2 FP,PvdQ inh
Cc1nc2ncnn2c(C)c1CCC(=O)Oc1ccccc1,4,-3,-6,7,0.7,2,6,50,-4,16
COc1cc(/C=C(\C#N)c2nc3ccccc3[nH]2)cc(OC)c1O,-2,13,-26,-46,-40,-7,26,10,-52,-10
CC(C)(C)NC(=S)NCc1ccco1,4,2,5,-21,0.3,6,-5,5,-3,-2
Cc1cccc(NS(=O)(=O)c2ccc(NC(=O)CN(c3cc([N+](=O)[O-])ccc3C)S(C)(=O)=O)cc2)c1,-5,-4,36,3,2.3,0,-36,1,1,10
O=C(NCCc1ccc(Cl)cc1Cl)c1ccc2nc[nH]c2c1,3,-1,2,-8,-0.4,-2,-2,-3,-5,-12
CN(c1ccccc1)c1nc(N)c([N+](=O)[O-])c(Nc2ccccc2)n1,-5,-1,-23,-2,1.3,-9,23,31,-1,2
O=C(c1ccc2ccccc2c1)N1CCCC1,-1,-2,2,-2,1.5,0,-2,-1,-3,-14
CN(C)CC/C=C1\c2ccccc2CSc2ccccc21,-3,/,11,-21,-0.9,3,-11,4,-1,7
Cc1cc(=O)oc2c(CN3CCOCC3)c(O)ccc12,3,-12,15,2,0.0,-2,-16,5,1,-17
O=C(CS(=O)(=O)c1ccccc1)Nc1nnc(C(F)(F)F)s1,-6,0,11,3,3.1,2,-11,6,-2,-7

# 2 entries drawn at random from the list so far, as already listed:
SMILES,PKA-R2B act,NSD2 HMT inh,SR-BI uptake up,RTF Ca sens inh,LANA DNA inh,DAGLB inh,SR-BI HDL uptake,Arr AP2 block,Keap1 Nrf2 FP,PvdQ inh
Cc1nc2ncnn2c(C)c1CCC(=O)Oc1ccccc1,4,-3,-6,7,0.7,2,6,50,-4,16
Cc1cccc(NS(=O)(=O)c2ccc(NC(=O)CN(c3cc([N+](=O)[O-])ccc3C)S(C)(=O)=O)cc2)c1,-5,-4,36,3,2.3,0,-36,1,1,10

# (next part)
SMILES,PKA-R2B act,NSD2 HMT inh,SR-BI uptake up,RTF Ca sens inh,LANA DNA inh,DAGLB inh,SR-BI HDL uptake,Arr AP2 block,Keap1 Nrf2 FP,PvdQ inh
CSCCC(NS(=O)(=O)c1c(Cl)cccc1Cl)C(=O)O (centres undefined),-4,-4,3,11,0.9,3,-3,13,3,0
Cc1cccc(C(=O)OCC(=O)NC(=O)c2ccccc2)c1O,0,-1,12,-2,-0.6,-3,-12,1,-1,-9
O=C(N/N=C/c1ccc(O)cc1O)c1ccncc1,0,4,-1,-10,2.1,4,1,-8,-2,-17
COc1cc2c(cc1OC)[C@@H](NC(=O)C(C)C)[C@H](OCc1ccccc1)C2,0,/,/,-1,-1.4,-1,/,-14,-4,-20
C=CCN1C(=O)/C(=C/c2cccs2)S/C1=N\S(=O)(=O)c1ccc(F)cc1,-2,-1,5,-4,-0.1,-2,-5,-4,-9,-9
COCCNC(=S)N1CCN(c2nc(-c3ccc(Cl)cc3)cs2)CC1,-13,2,2,0,-1.4,-6,-2,31,-2,4
CCCSc1n[nH]c(NC(C)=O)n1,0,/,8,-12,1.7,2,-8,3,6,-12
Cc1cc(/C=N\NC(=O)COc2cccc3cccnc23)c(C)n1-c1ccccc1,-7,0,-34,-4,-2.4,-2,34,-6,-7,-9
Cc1ccc2c(c1)N(C(=O)CCC(=O)N1CCN(c3ccccn3)CC1)CCO2,-2,/,-2,0,-0.5,2,2,19,-1,-6
COc1ccc(N2CCN(CCCn3c(=S)[nH]c4ccccc4c3=O)CC2)cc1,-4,4,-10,-17,0.2,-5,10,1,-3,-2
COc1cc2nc(N3CCN(c4cc(C)ccc4C)CC3)nc(N)c2cc1OC,-8,-2,-11,2,3.4,-2,11,11,-1,-5
N#CCCN(Cc1cccs1)C(=O)Nc1ccccc1,9,1,37,-4,-0.9,0,-37,-22,2,-8

# Random draw from the library; 2.1% or so of the library scored in one or more.
